Compound activity: PubChem, NCI
NCI-60 one-dose screen, 48 h, at 10 µM unless noted. Numbers give growth in % (100 = growth as untreated, 0 = no growth, -100 = all killed).
T-47D: T-47D breast cancer. 79,000 compounds, 5% hits. AID 1794792
MCF7: MCF7 breast cancer | AID 1794796 | 82,000 compounds, 6.3% hits
BT-549: BT-549 breast cancer; 78,000 compounds, 4.4% hits
SR: SR leukemia cells | 73,000 compounds, 8.7% hits | AID 1794780
MDA-MB-231: MDA-MB-231 breast cancer; 81,000 compounds, 5% hits
K-562: K-562 leukemia; 78,000 compounds, 7.4% hits; AID 1794777
MDA-MB-468: MDA-MB-468 breast cancer; AID 2202374; 78,000 compounds, 8.5% hits
MOLT-4: MOLT-4 leukemia cells | 80,000 compounds, 6.9% hits
Active calls of the source: *; x = no result given; & = joins results of further samples; [ ] = dose if it differs, or a comment. How the source made its calls: active means growth percent below 10; inactive means the rest.

SMILES	T-47D	MCF7	BT-549	SR	MDA-MB-231	K-562	MDA-MB-468	MOLT-4
CCn1cc(C(=O)O)c(=O)c2cc(F)c(N3CCN(CCC(=O)Nc4ccc(/C(C)=N/O)cc4)CC3)cc21	98	88	105	91	106	105	78	94
C[C@H]1C[C@H]2[C@@H]3CC[C@H]4C[C@@H](O)CC[C@]4(C)[C@H]3CC[C@]2(C)OC1=O	97	81	95	83	99	85	64	95
CCCCCCCC/C=C\CCCCCCCCOc1ccc(CC(=O)NCC[N+]2(C)CCOCC2)cc1	84	82	78	72	68	63	44	80
O=c1cn[nH]c2ccccc12	104	101	128	103	77	x	100	101
NC(=O)N/N=C/c1ccc(Br)cc1O	83	99	94	85	102	110	97	104
Nc1nc2nc(/N=N/SCCO)[nH]c2c(=O)[nH]1	100	97	120	99	102	110	96	103
Cc1cc2c(c(C)c1Cl)C(=O)/C(=C/c1cccc([N+](=O)[O-])c1)O2	98	66	106	86	93	100	92	91
COc1cc(C(=O)c2ccc3c(c2)OCO3)cc(OC)c1OC	33&34	15&23	30&45	12&20	47&53	11	-4.9*	43&41
O=C1NCC(Nc2ccc(Cl)cc2)C(=O)N1 (stereo not drawn)	110	100	98	88	103	x	98	99
C/C=C/C(N)=O	115	92	100	92	108	109	101	96
CCOC(=O)CCN1CCN(c2cccc(C)c2)CC1	95	97	88	x	103	x	105	x
CC1=C(C)C(=O)C(Nc2ccccc2)=C(Br)C1=O	100	94	99	141	90	98	93	102
CC(=O)N[C@H]1CC[C@H]2[C@@H]3CCC4=CC(=O)CC[C@]4(C)[C@H]3CC[C@]12C	105	103	102	88	97	96	81	110
NNC(=O)CCCCCC(=O)NN	94	97	107	100	121	92	x	93
Nc1ccc(N=Nc2ccc(S(=O)(=O)O)cc2)cc1S(=O)(=O)O	98&98	93&104	148&120	157&108	104&88	105	75&150	117&108
COc1ccc(NC(C)=O)cc1[N+](=O)[O-]	111	89	111	69	108	134	124	197
COc1ccc(OC)c(/C=C2/C(=O)/C(=C/c3cc(OC)ccc3OC)C3CCC2N3C)c1	51	59	76	62	84	61	73	45
C[C@@H]1CCCN1Cc1nc2ccc(NC(=O)c3ccc4c(cnn4C)c3)cc2[nH]1	92	84	106	97	107	91	105	100
COC(=O)CCCC(=O)NCc1ccc(Cl)cc1Cl	98	108	115	106	101	97	102	100
CC(=O)COc1ccc(/C=C2\CCCC3C2=NNC3c2ccc(OCC(C)=O)cc2)cc1 (stereo not drawn)	100	103	104	133	105	120	107	108
C[C@H]1[C@H](NC(=O)/C(=N/OC(C)(C)C(=O)O)c2csc(N)n2)C(=O)N1S(=O)(=O)O (stereo in doubt)	110	x	113	x	102	106	108	103
CSc1ccc(NCc2cn(-c3ccc(C(F)(F)F)cc3)nc2-c2ccc(C(=O)O)cc2)cc1	84	98	95	92	108	96	96	99
NS(=O)(=O)c1ccc(Nc2nc(Nc3ccccc3)nc(-n3nc(-c4ccc(Cl)cc4)cc3-c3ccccn3)n2)cc1	85	73	63	x	67	x	71	x
C=C(C)CCC(=C)C	98	102	111	89	119	104	95	101
Cc1cc(C)c(C#CC(=O)O)c(C)c1C	x	91	76	110	102	102	95	110

Entries of single compounds, quoted from the list. Order of values: T-47D	MCF7	BT-549	SR	MDA-MB-231	K-562	MDA-MB-468	MOLT-4
Record of CC1=C(C)C(=O)C(Nc2ccccc2)=C(Br)C1=O : 100	94	99	141	90	98	93	102
Record of O=c1cn[nH]c2ccccc12 : 104	101	128	103	77	x	100	101
Record of CCOC(=O)CCN1CCN(c2cccc(C)c2)CC1 : 95	97	88	x	103	x	105	x
Record of Cc1cc2c(c(C)c1Cl)C(=O)/C(=C/c1cccc([N+](=O)[O-])c1)O2 : 98	66	106	86	93	100	92	91
Record of C[C@H]1C[C@H]2[C@@H]3CC[C@H]4C[C@@H](O)CC[C@]4(C)[C@H]3CC[C@]2(C)OC1=O : 97	81	95	83	99	85	64	95

Continuation:
SMILES	T-47D	MCF7	BT-549	SR	MDA-MB-231	K-562	MDA-MB-468	MOLT-4
O=C(OCc1ccc([N+](=O)[O-])o1)c1ccc(Cl)cc1	100	86	97	71	114	97	92	88
C[C@@H]1N=C(c2ccc(N(C)C)cc2)Nc2nc3ccccn3c2C1=O	81	66	88	87	79	82	72	84
O=C1OCC2=C1C(c1ccncc1)c1cc3c(cc1N2CCO)OCO3 (stereo not drawn)	91	96	112	122	101	110	96	107
CCN(CC)Cc1cc(O)c(CN(CC)CC)cc1O	109	90	102	98	97	95	109	94
CCN(CC)c1cccc(S(=O)(=O)O)c1	104	99	122	80	116	85	115	96
COc1ccccc1CNc1nc(N)nc2[nH]c3ccc(O)cc3c12	32	19	63	4.2*	27	11	45	22
CC1(C)CC[C@]2(C(=O)NCCCCCCN(CCCN)CCCN)CC[C@]3(C)C(=CC[C@@H]4[C@@]5(C)CC[C@H](O)C(C)(C)[C@@H]5CC[C@]43C)[C@@H]2C1	99	93	102	87	94	109	99	102
Cc1ccc(NC(=O)CSc2nnc3n(Cc4ccccc4)c(=O)c4c(C)c(C(N)=O)sc4n23)cc1	-20*	45	74	x	-6.1*	x	107	x
COc1ccc(-c2nnc(SCC(=O)Nc3nc(-c4ccccc4)cs3)o2)cc1OC	x	85	82	x	93	65	96	85
CCc1cc2c(cc1Cl)nc1c(=O)[nH]c(=O)nc-1n2CCOCC(C)C	75	39	94	23	56	42	44	64
OC(c1ccccc1)C(Cc1ccccc1)N1CCOCC1 (stereo not drawn)	116	109	110	106	100	103	102	102
CCOC(=O)c1cnn(-c2nc(-c3ccc(Cl)cc3)c(C#N)c(N3CCOCC3)n2)c1N	92	89	103	84	91	86	99	87
COc1cc(CNC(=O)/C=C/c2ccccc2)ccc1OCC(=O)NO	100	90	107	97	98	89	92	96
O=[N+]([O-])C1C(c2ccccc2)C12c1ccccc1-c1ccccc12 (stereo not drawn)	58	9.9*	-42*	-15*	6.9*	-12*	-26*	-17*
FC(F)(F)c1nnc2n1NCCCS2	101	95	94	104	94	99	93	102
O=S(=O)(O)c1ccc2c(c1)Sc1cc(S(=O)(=O)O)ccc1O2	110	106	127	107	101	100	107	115
O=C(c1ccccc1)c1c(/C=C/c2ccccc2)nc2ccccc2c1/C=C/c1ccc(Br)cc1	95	83	111	x	100	97	94	95
COc1cc2c(C#N)n3c(c2cc1OC)C(=O)C(c1ccccc1)Oc1ccccc1-3 (stereo not drawn)	17	94	-7.1*	13	64	30	75	63
COc1cc(-c2nc(SCCC(C)C)nc(-n3ccnc3)c2C#N)cc(OC)c1OC	86	91	100	87	84	81	110	70
CNC1=C([N+](=O)[O-])C(c2ccccc2Cl)C(C#N)=C(c2cccs2)O1 (stereo not drawn)	95	99	113	99	100	105	110	108
COc1ccc(-c2nn(-c3ccccc3)cc2/C=C2/SC(=S)N(C)C2=O)cc1	35	75	102	29	63	57	89	81
Nc1nc2c(-c3ccc([N+](=O)[O-])cc3)nnn2c2cccc(Cl)c12	x	77	108	x	x	89	96	100
NC(=O)c1cccc(-n2ccc3cc(NC(=O)Nc4ccccc4)ccc32)n1	101	97	105	92	118	99	112	107
c1ccc(Cn2cc3c(c2)-c2nc(Nc4ccccc4)ncc2CC3)cc1	74[100 µM]	71[100 µM]	88[100 µM]	114[100 µM]	65[100 µM]	108[100 µM]	115[100 µM]	107[100 µM]
CCc1nc2c(=O)[nH]cnc2o1	105	96	102	93	117	104	91	108
Carrying on.
SMILES	T-47D	MCF7	BT-549	SR	MDA-MB-231	K-562	MDA-MB-468	MOLT-4
O=C(O)COc1cccc(C(=O)/C=C/c2ccc3c(c2)OCO3)c1	104	89	129	101	110	112	116	106
CCCCNC(=S)NNC(=O)c1ccc(OCc2nc3ccc(Cl)cc3[nH]2)cc1	57	47	78	62	98	33	79	56
Cc1ccc2[nH]c(O)c(N=Nc3nc(-c4ccc(Cl)cc4)c(C#N)c(=O)[nH]3)c2c1	97	91	99	96	106	99	102	98
Cc1ccccc1NC(=O)Nc1nc2ccc([N+](=O)[O-])cc2s1	-11*	4.1*	-3.0*	6.4*	18	5.4*	-3.7*	12
S=c1n(CN2CCCC2)nc(-c2ccccc2)n1-c1ccccc1	99	96	104	93	118	105	96	88
CCOC(=O)C(C(=O)OCC)C1CCCCC1	100	99	104	97	108	104	105	102
CC(C)CNC(=S)N/N=C/c1ccccc1	88	95	100	96	103	100	113	92
Oc1c(CN2CCOCC2)cc(COCc2ccccc2)c2cccnc12	10	9.3*	36	13	43	15	12	15
O=C(C[n+]1ccccc1)c1ccc2ccccc2c1	87	98	100	92	95	87	88	96
O=C(O)c1ccc2c(c1N=Nc1c(O)[nH]c(=O)[nH]c1=O)C(=O)c1ccccc1C2=O	105	88	100	109	96	98	102	112
O=C1N/C(=N/N=C(c2ccccc2)c2ccccc2)S/C1=C\c1ccc(Br)cc1	85	100	97	83	95	90	103	106
O=C(Oc1ccccc1)c1cccc(C(=O)Oc2ccccc2)c1	96	100	112	81	108	110	108	100
Clc1ccc(Cn2ccc3nc(Cl)nc(Cl)c32)c(Cl)c1	66	76	74	45	108	51	44	36
CC1(CO)CCCC1NCCNC1CCCC1(C)CO (stereo not drawn)	106&98	95&94	113&99	96	113&92	99&110	95&104	104&115
CC(C)OP(=O)(OC(C)C)c1ncc(-c2ccc(C(F)(F)F)cc2)c(NC2CCCCCC2)n1	-14*[33.3 µM]	0.2*[33.3 µM]	-95*[33.3 µM]	-30*[33.3 µM]	-8.6*[33.3 µM]	-22*[33.3 µM]	13[33.3 µM]	-46*[33.3 µM]
O=C1C=C(c2ccccc2)OC(=O)C1C(=O)c1ccccc1 (stereo not drawn)	94&97	99&95	108&86	97&122	84&111	107&118	105&103	105&114
O=C(C[n+]1cccc2cc[nH]c21)c1ccc(Br)cc1	82	78	99	102	79	100	87	98
COC(=O)c1c2c(n(-c3ccccc3)c1C)C=CCC2	92	98	93	90	104	77	107	83
Nc1nc(Nc2ccccc2SSc2ccccc2Nc2nc(N)nc(-c3ccc4ccccc4c3)n2)nc(-c2ccc3ccccc3c2)n1	75	76	x	-25*	61	70	103	63
NC(=O)c1c2c(c3c4ccccc4cnn13)C(=O)c1ccccc1C2=O	80	40	74	66	82	93	64	40
O=C(O)CCC(=O)/C=C/c1ccc(O)c(O)c1	106	103	127	105	110	x	112	113
O=C(O)CCC(=O)/C=C/c1cc(Cl)ccc1O	115	105	117	92	102	x	121	100
C/C=C(\C)C(=O)O[C@@H]1C2CC3=C4CC(=O)O[C@@H](c5ccoc5)[C@]4(C)CC[C@@H]3[C@@](C)(C2=O)[C@@H](CC(=O)OC)C1(C)C	85	84	96	87	102	96	87	94
CC(=O)Nc1ccc(/C=N/N2CCCCCC2)cc1	100	92	92	96	75	x	99	102
NC(=O)CC[n+]1ccccc1	93	106	111	93	102	x	118	95

Next section; it opens with the 5 that closed the last part.
SMILES	T-47D	MCF7	BT-549	SR	MDA-MB-231	K-562	MDA-MB-468	MOLT-4
O=C(O)CCC(=O)/C=C/c1ccc(O)c(O)c1	106	103	127	105	110	x	112	113
O=C(O)CCC(=O)/C=C/c1cc(Cl)ccc1O	115	105	117	92	102	x	121	100
C/C=C(\C)C(=O)O[C@@H]1C2CC3=C4CC(=O)O[C@@H](c5ccoc5)[C@]4(C)CC[C@@H]3[C@@](C)(C2=O)[C@@H](CC(=O)OC)C1(C)C	85	84	96	87	102	96	87	94
CC(=O)Nc1ccc(/C=N/N2CCCCCC2)cc1	100	92	92	96	75	x	99	102
NC(=O)CC[n+]1ccccc1	93	106	111	93	102	x	118	95
CCOC(=O)c1cc(-c2ccc(Cl)cc2)n(-c2cccc(CO)c2)c1C	79	85	105	66	91	79	95	87
COc1ccc(C(=O)/C=C/c2ccccc2)cc1S(=O)(=O)Nc1cccnc1	87	41	90	x	98	42	77	86
COc1ccc(C(=O)c2nccc3cc(OC)c(OC)cc23)cc1OC	79	93	x	102	85	103	x	103
O=C(Nc1cccc(Cl)c1)NN(c1ccccc1)C1CCS(=O)(=O)C1 (stereo not drawn)	101	100	106	103	95	85	114	98
O=C(Nc1ccc(Cl)c(Cl)c1)OCc1ccco1	38	15	32	26	52	16	1.0*	34
Nc1cccc(OCC(=O)O)c1	108	106	127	107	109	108	102	99
Cn1c(=O)c2[nH]c(C3CCCCC3)nc2n(C)c1=O	90	102	103	99	105	101	112	105
Nc1nc(-c2ccc(F)cc2)cc(-c2cnn(-c3ccccc3)n2)n1	87	80	119	x	102	x	104	104
O=c1[nH]nc(-c2cc(Br)ccc2Cl)c(=O)[nH]1	88	92	115	101	100	105	x	88
CC1C2CCC3C4CC=C5CC(N(C)C)CCC5(C)C4CCC32CN1C (stereo not drawn)	98	79&54	85&81	81&58	72	75&62	76&61	60&56
O=C1c2ccccc2OC=C(c2ccccc2)N1CCCCNc1ccc(F)cc1	36	86	59	81	75	68	76	48
O=C1NC(=O)C2(CCCCCC2)N1	103&90	109&96	104&99	94	104&103	102&100	102&92	109&94
O=C(O)c1ccccc1-c1ccccc1C(=O)Nc1ccc2oc(=O)c3ccccc3c2c1	99	92	99	105	98	91	86	108
Cc1cc(C(=O)O)c(N)c([N+](=O)[O-])c1	117	93	92	96	98	104	101	103
Cn1nc(NC(=O)C(F)(F)F)c2ncc(-c3ccc(Cl)cc3)nc21	70	66	67	66	76	88	94	91
CC(=O)Nc1cc(C)c(C(=O)O)c(C)c1	91	92	103	95	x	97	107	102
CCCCC1COc2cccc3c2N1C=C/C3=C\C(=O)N(C)c1ccc(Oc2ccccc2)cc1 (stereo not drawn)	59	69	99	93	63	50	46	57
N#Cc1c(N2CCN(Cc3ccccc3)CC2)nc(=S)[nH]c1-c1ccco1	86	113	78	94	99	124	x	124
c1ccc(CCn2nnc3c(Nc4ccc(N5CCCCC5)cc4)ncnc32)cc1	x	81	x	47	86	25	81	49
CN(C)CCC(OC(=O)C(c1ccccc1)c1ccccc1)c1ccccc1 (stereo not drawn)	66	76	88	47	62	42	79	76
COc1cc(OC)c(C(=O)CCCN2CCCC2)c(OC)c1	89	90	70	x	78	x	81	110
